SENP6 inh – SENP6 protease inhibitors, primary screen, biochemical, luminescence, uHTS; Sentrin-specific protease 6 (Homo sapiens), Q9GZR1; Recombinant SENP6 catalytic domain, aminoluciferin luminescence; inhibition, % at 10 µM; 330,000 compounds, 1.8% hits; AID 2599, 2010;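 active = inhibition above about 50% at the single tested dose, limit read from the data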;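 note: plate controls were DMSO wells with enzyme for no effect and DMSO wells lacking enzyme for full effect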
Target sequence (Q9GZR1 628-1112 limits assumed): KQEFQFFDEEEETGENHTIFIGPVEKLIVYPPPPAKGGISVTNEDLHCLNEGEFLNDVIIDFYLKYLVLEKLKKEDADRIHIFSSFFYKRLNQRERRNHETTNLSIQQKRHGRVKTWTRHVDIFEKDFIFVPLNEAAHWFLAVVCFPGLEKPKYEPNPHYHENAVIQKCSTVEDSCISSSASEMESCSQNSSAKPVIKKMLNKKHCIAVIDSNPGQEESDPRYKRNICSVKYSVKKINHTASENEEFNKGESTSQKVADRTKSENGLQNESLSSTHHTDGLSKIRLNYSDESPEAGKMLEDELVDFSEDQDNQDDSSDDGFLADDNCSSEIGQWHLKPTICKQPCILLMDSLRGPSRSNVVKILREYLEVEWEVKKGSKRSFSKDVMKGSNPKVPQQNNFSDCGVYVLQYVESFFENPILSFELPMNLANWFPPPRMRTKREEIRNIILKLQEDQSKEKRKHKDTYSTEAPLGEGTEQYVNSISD
Apaf-1 inh – inhibitors of human Apaf-1 apoptosome, primary screen, biochemical, DEVD-Rh110 fluorescence, uHTS. Apoptotic protease-activating factor 1 (Homo sapiens), O14727. 330,000 compounds, 0.71% hits. AID 489030, 2010. inhibition, % at 20 µM. reconstituted apoptosome caspase-3 activity; active = inhibition of at least 40% at 20 µM;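 note: plate controls were DMSO wells for no effect and DEVD-CHO caspase inhibitor wells for full effect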
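System: reconstituted apoptosome with Apaf-1, cytochrome c, caspase-9, procaspase-3, dATP; Signal: Rh110 fluorescence intensity; Schedule: 30 min compound preincubation, 50 min activation, room temperature; Reagent: cytochrome c trigger plus (Z-DEVD)2-Rh110 caspase-3 substrate.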
SENP8 block-1 – human SENP8 protease inhibitors, primary screen, biochemical, fluorescence, Nedd8 protein substrate, uHTS; Sentrin-specific protease 8 (Homo sapiens), Q96LD8; recombinant SENP8; inhibition, % at 20 µM; 360,000 compounds, 0.64% hits; AID 602440, 2012; in the data active = inhibition mostly above about 40%, no sharp cut-off; inactive = mostly below about 27%
SENP7 inh – SENP7 protease inhibitors, primary screen, biochemical, luminescence, uHTS | Sentrin-specific protease 7 (Homo sapiens), Q9BQF6 | recombinant SENP7, Z-RLRGG-aminoluciferin luminescence, 40 min | inhibition, % at 5 µM | 330,000 compounds, 1.5% hits;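 active = inhibition above about 50% at the single test dose, limit read from the data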;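 note: plate controls were DMSO with enzyme for no effect and no enzyme buffer wells for full effect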
Target sequence (Q9BQF6 706-1050 limits assumed): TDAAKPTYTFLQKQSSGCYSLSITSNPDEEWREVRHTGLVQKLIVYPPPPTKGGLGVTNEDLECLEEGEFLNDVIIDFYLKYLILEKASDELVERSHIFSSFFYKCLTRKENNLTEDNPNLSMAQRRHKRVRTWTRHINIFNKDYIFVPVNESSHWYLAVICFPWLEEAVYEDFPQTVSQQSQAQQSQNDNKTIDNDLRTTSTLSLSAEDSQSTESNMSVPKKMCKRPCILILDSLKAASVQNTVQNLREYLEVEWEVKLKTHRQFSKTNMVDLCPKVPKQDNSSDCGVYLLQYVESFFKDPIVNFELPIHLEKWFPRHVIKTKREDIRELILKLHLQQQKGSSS
UBC13 inh – UBC13 polyubiquitin chain formation inhibitors, primary screen, biochemical, TR-FRET, uHTS. Ubiquitin-conjugating enzyme E2 N (Homo sapiens), P61088. inhibition, % at 20 µM. 330,000 compounds, 0.47% hits. AID 485273, 2010; in the data active = inhibition above about 45%, passing the limit was not always enough
Target sequence (P61088 whole entry, looked up): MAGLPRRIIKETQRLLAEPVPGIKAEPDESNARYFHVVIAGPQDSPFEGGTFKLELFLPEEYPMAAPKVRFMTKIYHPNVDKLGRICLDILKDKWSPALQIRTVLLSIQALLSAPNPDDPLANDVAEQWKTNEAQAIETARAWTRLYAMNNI
A3G deaminase – APOBEC3G DNA deaminase inhibitors, primary screen, biochemical, fluorescence, single-stranded DNA substrate, uHTS; recombinant A3G, ssDNA deamination FAM/TAMRA fluorescence; inhibition, % at 20 µM; 330,000 compounds, 0.28% hits; AID 493012, 2011;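 active = inhibition of at least 40% at 20 µM, with no more than 30% in the related APOBEC3A deaminase screen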;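 note: plate controls were DMSO wells with A3G for no effect and wells lacking A3G enzyme for full effect; some compounds called inactive have numbers as strong as hits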
SENP1 FRET inh – human SENP1 catalytic domain inhibitors, primary screen, biochemical, FRET, uHTS; 360,000 compounds, 0.21% hits; recombinant SENP1 catalytic domain, CyPet-SUMO1-YPet FRET cleavage; inhibition, % at 10 µM; Sentrin-specific protease 1 (Homo sapiens), Q9P0U3;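 active = inhibition at least 30% at 10 µM, raw YFP signal under a set limit, fluorescence ratio 0.5 to 1.5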;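 note: 0% = enzyme with DMSO and 100% = no enzyme wells; some results filed as inactive read as strong as hits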
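Test system: hSENP1 catalytic domain, recombinant; Amount: 20 pM final SENP1 enzyme; Medium: Tris pH 8 buffer plus EDTA, NaCl, BME, BSA, NP40, catalase; Schedule: 50 min enzyme reaction, room temperature, light-protected; Technique: FRET fluorescence in CFP and YFP emission channels; Controls: no-enzyme wells low, DMSO-plus-enzyme wells high control.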
SENP8 block-2 – SENP8 protease inhibitors, primary screen, biochemical, luminescence. purified SENP8, Z-RLRGG-aminoluciferin cleavage. inhibition, % at 10 µM. 330,000 compounds, 1.2% hits. AID 2540, 2010; in the data active = inhibition above about 50%
Numbers without * were called inactive; . = no result given. Outcome played no part in choosing rows; overall some 3.6% were active at least once.

No.	Compound	SENP6 inh	Apaf-1 inh	SENP8 block-1	SENP7 inh	UBC13 inh	A3G deaminase	SENP1 FRET inh	SENP8 block-2
1	O=C(/C=C/c1cc([N+](=O)[O-])ccc1OC(F)F)Nc1ccc(OC(F)F)cc1	-9	-4	14	-1	-21	1	1	2
2	O=C(NCCCn1ccnc1)/C(=C\c1cccs1)NC(=O)c1ccco1	0	-7	4	5	-5	-7	2	4
3	Cc1ccc(N2C(=O)C(Cc3ccccc3)NC2=S)cc1 (stereo not drawn)	-7	8	11	-7	-4	-1	2	-6
4	CCOC(=O)[C@@H]1[C@H]2COc3ccccc3[C@@H]2N2C(=O)N(c3ccc(OC)cc3)C(=O)[C@@]12C	-8	0	6	6	-9	-9	-1	-9
5	Cc1nnc(Sc2cc(C(=O)NC3CC3)c3ccccc3n2)s1	-17	-31	-14	13	-10	4	1	4
6	Cc1cc2nc(C)c(Cc3ccccc3)c(=O)n2[nH]1	8	-4	-74	1	0	-5	0	6
7	N#Cc1nc(Cc2ccccc2)oc1N1CCN(c2ccccc2)CC1	-7	-12	5	1	-4	-5	2	3
8	C=CCn1c(N)c(C(=O)NCCC2=CCCCC2)sc1=S	3	-5	25	2	7	47*	2	4
9	COc1ccc(CN2CCCC(CO)(Cc3ccc(F)cc3F)C2)cc1 (stereo not drawn)	-4	-6	2	-4	12	-12	-1	-7
10	CN(C)CCCN(C(=O)c1ccc(S(=O)(=O)N2CCCCCC2)cc1)c1nc2ccc(Br)cc2s1	-18	60*	12	4	67*	4	0	-15
11	C=C1CCN(c2ccc(C(=O)NCc3ccc(OC)cc3)cc2[N+](=O)[O-])CC1	-6	19	24	1	1	25	3	0
12	O=C(O)C(Cc1c[nH]c2ccccc12)NS(=O)(=O)c1ccc(Cl)cc1 (stereo not drawn)	-9	-3	6	5	-9	-4	0	6
13	CCOC(=O)c1cnc(SCC(=O)Nc2ccc(N3CCOCC3)c(Cl)c2)nc1N	-15	-5	11	0	18	0	0	0
14	CCN1CCN(C(c2ccccn2)c2c(NC(=O)c3ccccc3)sc(C)c2C)CC1 (stereo not drawn)	1	10	-43	-3	2	-1	-10	-9
15	Cc1ccccc1NC(=O)c1cccc(N2C(=O)C3CCC(C)CC3C2=O)c1 (stereo not drawn)	-4	9	6	-10	1	-5	2	-10
16	Cc1ccccc1C(=O)N1CCC(C(=O)Nc2sccc2C(N)=O)CC1	1	-10	4	-3	11	-6	-1	9
17	Cc1ccc(C2(c3ccc(C)cc3)NC(=O)N(CC(=O)NCCCN3CCCC3=O)C2=O)cc1	-4	2	19	1	0	-2	2	0
18	Cc1ccc(/C(O)=C2\C(=O)C(=O)N(CC(C)O)C2c2ccccn2)cc1 (stereo not drawn)	12	-10	12	-9	-9	-5	-1	-2
19	CCn1c2ccccc2c2cc(NC(=O)c3ccc(Br)o3)ccc21	-1	19	-3	9	-20	5	-18	1
20	CCCCCOC(=O)Cn1c(N2CCCCCC2)nc2c1c(=O)[nH]c(=O)n2C	-3	13	20	5	-3	-6	3	-7
21	Cc1cccc(C)c1N(CC(=O)N(C)Cc1ccccc1)S(C)(=O)=O	-4	3	15	8	-4	-5	2	-4
22	COc1ccc(OC)c(CNc2c(C=O)c(=O)[nH]c3ccccc23)c1	0	5	3	9	-2	-2	0	-2
23	Fc1cccc(CN2CCSCC2)c1	-10	-5	15	0	0	-1	0	1
24	CCc1noc(C)c1C(=O)N1CCN(S(=O)(=O)c2c(C)c(C)cc(C)c2C)CC1	-4	11	10	4	4	-4	1	-3
25	CC(C)n1nc(C(=O)Nc2ccccc2N2CCOCC2)c2ccccc2c1=O	-18	6	21	0	8	-7	3	-3

Among those listed so far, two contain a nitro group on carbon:
No.	Compound	SENP6 inh	Apaf-1 inh	SENP8 block-1	SENP7 inh	UBC13 inh	A3G deaminase	SENP1 FRET inh	SENP8 block-2
1	O=C(/C=C/c1cc([N+](=O)[O-])ccc1OC(F)F)Nc1ccc(OC(F)F)cc1	-9	-4	14	-1	-21	1	1	2
11	C=C1CCN(c2ccc(C(=O)NCc3ccc(OC)cc3)cc2[N+](=O)[O-])CC1	-6	19	24	1	1	25	3	0

Remaining list, next part.
No.	Compound	SENP6 inh	Apaf-1 inh	SENP8 block-1	SENP7 inh	UBC13 inh	A3G deaminase	SENP1 FRET inh	SENP8 block-2
26	CCN(CC)S(=O)(=O)c1cccc(C(=O)OCC(=O)NCCN2C(=O)CSC2=O)c1	8	-5	12	-9	-2	-7	4	5
27	Fc1ccc(OCc2nc(-c3ccc(Br)o3)no2)c(F)c1	4	4	6	8	8	-7	-2	0
28	Cc1cc(N2CCOCC2)nc2ccc(NC(=S)N3CCN(c4ccccc4)CC3)cc12	20	21	-426	0	-17	-3	-45	-8
29	COc1ccc(N(CC(=O)NCc2ccc(F)cc2)C(=O)Cn2nnc(-c3ccc(C)o3)n2)cc1OC	2	12	6	-5	2	-6	1	5
30	COc1ccc(N2CCN(CCCNC(=O)CN3CCN(Cc4ccccc4C)C3=O)CC2)cc1	1	2	27	8	10	2	0	-4
31	CCN(CC)C(=O)CN(C#N)c1nc(C)cc(C)n1	-3	-6	9	3	7	-3	1	2
32	COc1ccc(C(C)=O)cc1Cn1nc(C)c([N+](=O)[O-])c1C	-24	-1	17	-4	-12	-2	3	-8
33	CCN(CC)c1ccc2nc3ccccc3[n+](CC)c2c1	29	-1	14	19	-431	23	-3	23
34	CCC(Sc1nncn1C)C(=O)Nc1ccccc1OC (stereo not drawn)	-22	8	3	-13	-4	1	0	-7
35	Cc1ccc(C23CC4CC(CC(C(=O)N5CCOCC5)(C4)C2)C3)cc1	-8	-6	11	8	6	-7	1	3
36	CC1=C(C(=O)OCC(C)C)C(c2ccc(Br)s2)NC(=O)N1 (stereo not drawn)	-36	18	9	-4	5	-5	-3	-11
37	CN(C)/C=N/c1nc2nccc(-c3cccc(Cl)c3)n2n1	-3	-6	-385	3	19	-5	-16	5
38	Cn1ccnc1COc1ccc(C=O)cc1	-8	-16	28	3	5	-10	0	-2
39	COc1ccc2oc(C(=O)OCc3c(C)noc3C)c(C)c2c1	-1	13	-217	1	10	-2	2	-6
40	C=CCOC1=CS(=O)(=O)N(Cc2ccc(Br)cc2)c2ccc(Br)cc21	.	15	11	-1	.	-2	6	.
41	Cc1ccc(S(=O)(=O)NCC(=O)OCC(=O)NCCc2ccccc2)cc1	12	7	18	0	0	-3	1	1
42	O=C(CCCc1nc2ccccc2s1)Nc1ccc(N2CCOCC2)cc1	-16	1	2	-7	-6	6	1	-2
43	CS(=O)(=O)N(Cc1cccc(CN(C(C(=O)O)c2ccccc2)S(C)(=O)=O)c1)C(C(=O)O)c1ccccc1 (stereo not drawn)	9	12	2	-7	-17	18	0	-5
44	O=C(NC(=O)N1CCOCC1)c1ccccc1	-5	-5	12	7	-2	-6	1	3
45	CC(=O)c1cccc(NC(=O)c2cc(=O)c3ccccc3o2)c1	-2	6	14	15	-1	-3	0	-4
46	O=C(CCCC(=O)N1CCN(c2ccccc2F)CC1)N1CCN(c2ccccc2F)CC1	-25	9	25	-6	-6	-5	1	-7
47	CN(Cc1cc2cc(F)ccc2[nH]1)Cc1nc(-c2cnccn2)no1	-5	-18	-6	-1	-2	-7	-4	0
48	C=CCNC(=O)C1CC1(c1cccc(C)c1)c1cccc(C)c1 (stereo not drawn)	7	3	6	5	-2	3	0	10
49	CN(C)S(=O)(=O)Oc1ccc(C(=O)Nc2ccc([N+](=O)[O-])cc2)cc1	-3	-29	22	6	4	-8	1	-3
50	CCOc1ccccc1N1CC(C(=O)Nc2cc(Cl)ccc2-n2cncn2)CC1=O (stereo not drawn)	-2	-2	8	2	1	-7	-3	-2

UBC13 inh: what is marked active above.
| cpd | canonical_smiles | SENP6 inh | SENP7 inh | UBC13 inh | A3G deaminase | SENP1 FRET inh | SENP8 block-2 |
| --- | --- | --- | --- | --- | --- | --- | --- |
| 10 | CN(C)CCCN(C(=O)c1ccc(S(=O)(=O)N2CCCCCC2)cc1)c1nc2ccc(Br)cc2s1 | -18 | 4 | 67* | 4 | 0 | -15 |

(more compounds)
No.	Compound	SENP6 inh	Apaf-1 inh	SENP8 block-1	SENP7 inh	UBC13 inh	A3G deaminase	SENP1 FRET inh	SENP8 block-2
51	CSc1nc2c(c(=O)n1-c1ccccc1)SCC2	-19	3	6	-21	-10	-5	1	-7
52	CC1(C)NC(=O)N(CCOc2ccc3c(c2)CCC3)C1=O	10	-21	15	1	-6	-8	2	3
53	COc1ccc(C(=O)NNC(=O)CCc2nc3ccccc3c(=O)[nH]2)cc1	-11	4	7	11	5	3	1	-2
54	CCN(CC)S(=O)(=O)c1cccc2cccnc12	-11	-10	28	6	8	-5	1	-6
55	C=CCn1c(CCNC(=O)c2cccs2)nnc1SCC(=O)c1cccc([N+](=O)[O-])c1	4	-2	17	6	0	-2	0	-4
56	Cn1c(-c2ccc(Cl)nc2)nc2ccccc21	20	-2	-98	1	4	-7	1	-2
57	CC(C(=O)Nc1sccc1C(N)=O)N1C(=O)C2CC=CCC2C1=O (stereo not drawn)	-22	-20	15	-1	-2	-6	4	5
58	Cc1cccn2c(=O)c3cc(C(=O)N4CC(C)CC(C)C4)sc3nc12 (stereo not drawn)	-5	25	-298	-9	14	-9	-38	0
59	CCCNS(=O)(=O)c1ccc(OCC(=O)NCCC2=CCCCC2)cc1	-19	-18	18	-3	2	-6	1	2
60	Cn1c(SCC(=O)O)nnc1-c1cccc(NC(=O)c2cccc3ccccc23)c1	-15	0	16	-12	-13	15	2	-6
61	COc1cc(NC(=O)c2cc(C)on2)cc(OC)c1OC	7	-12	5	9	4	1	0	9
62	CC(=O)Nc1ccnn1C1CCN(C(=O)c2cccc(C)c2C)CC1	-18	4	4	-3	-6	1	1	-9
63	OCCNc1nc(Nc2ccccc2OC(F)(F)F)nc(N2CCCC2)n1	-5	0	6	-4	1	-4	2	2

High-throughput results: PubChem, Sanford-Burnham Center for Chemical Genomics
